Screening data as filed in PubChem BioAssay.
miR-122 sensor: blocks miR-122 activity in Huh7 sensor cells; activation (reporter increase), % at 12.5 µM; Huh7 miR-122 Renilla luciferase sensor, 48 h; neutral wells = 0, positive control = 100; hit rate 0.3% among 340,000;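 active means mean replicate activation score at least 90 and every replicate individually at or above 90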;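 further: higher luciferase means less miR-122 activity so hits act as miR-122 inhibitors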
Cneo AK release: Cryptococcus neoformans lysis via adenylate kinase release | C. neoformans lysis, adenylate kinase release luminescence, 4 h; normalised: neutral wells 0, clomiphene wells 100 | lysis activity, % at 15 µM | hit rate 0.2% among 360,000 | AID 651654;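 active means mean lysis activity across replicates of at least 80%, whatever share of replicates individually reach that level; inactive means mean lysis activity below 80%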
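Schedule: static 4 h at 37 °C with compound, 1 h detection; system: C. neoformans cells; benchmarks: Clomiphene as positive control; buffer or medium: fresh YPD medium; measure: luminescence rise reflecting yeast cell lysis; measured by: luminescent adenylate kinase detection reagent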
LGR2 antag: inhibitors of bursicon-induced Drosophila LGR2 receptor cAMP signaling; HEK293 LGR2, CRE-luciferase, bursicon-stimulated, 4 h; AID 720647; inhibition, % at 9.99 µM; hit rate 0.35% among 380,000;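 active means drop in luminescence signal, shown as inhibition above about 50% in the replicate tests, limit read from the data, passing the limit was not always enough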;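 further: agonist challenge used bursicon conditioned medium at about half maximal strength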
FN deposition inh: fibronectin deposition inhibition; AH1F fibroblasts, Alexa488-fibronectin deposition fluorescence, overnight; hit rate 0.086% among 350,000; inhibition, % at 12.6 µM;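 active means mean inhibition across replicates of 30% or more, regardless of how many single replicates reach that level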;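 further: positive control wells lacked labelled fibronectin entirely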
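Material: AH1F fibroblast monolayer depositing Alexa488-labelled fibronectin into matrix / Amount: 10000 AH1F cells per well / Signal: fluorescence 485/525 nm / Medium: DMEM, 2% serum / Compound: single dose, pinned / Incubation: 1 h cell adhesion before compound, then overnight fibronectin incubation / Reagent: Alexa488-FN, 24 nM final / Read-out: inhibition of fibronectin deposition signal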
PAX8 reporter: inhibitors of PAX8 transcriptional activity in RMG-I cells. inhibition, % at 12.6 µM. hit rate 1.2% among 360,000. AID 652154. RMG-I TPO-luciferase reporter, SteadyGlo, 24 h;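 active means mean replicate inhibition at least 60% with every replicate also reaching 60%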;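 further: luciferase light reporting Pax8 driven TPO promoter activity; plate controls were median of neutral control wells for no effect and mitoxantrone controls for full effect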
EWS-Fli block: inhibitors of EWS/Fli oncoprotein transcriptional activity | A673 NR0B1-luciferase reporter, viability-normalised | inhibition, % at 12.6 µM | hit rate 0.67% among 350,000;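 active means mean inhibition of at least 50% after viability correction, with every replicate also passing that limit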;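 further: firefly luciferase signal divided by Alamar Blue viability fluorescence both relative to DMSO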
CASP6 VEID inh: caspase-6 (human) enzyme inhibition | P55212 | purified caspase-6, Z-VEID-R110 cleavage fluorescence | inhibition, % at 12.5 µM | hit rate 0.53% among 350,000 | AID 686996;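 active means mean inhibition across replicates at least about 35%, with every replicate also reaching that limit, limit read from the data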;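 further: 0% = median of neutral control wells and 100% = no fluorescence left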
Target sequence (P55212 24-179 limits assumed): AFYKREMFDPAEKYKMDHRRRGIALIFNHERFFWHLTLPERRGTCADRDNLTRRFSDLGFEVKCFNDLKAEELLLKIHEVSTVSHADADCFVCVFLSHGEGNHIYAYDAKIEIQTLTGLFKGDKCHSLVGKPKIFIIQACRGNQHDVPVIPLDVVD
Target sequence (P55212 194-293 limits assumed): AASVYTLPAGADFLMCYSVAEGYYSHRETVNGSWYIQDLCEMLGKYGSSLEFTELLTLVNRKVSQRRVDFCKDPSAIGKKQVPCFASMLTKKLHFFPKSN
PGC1a acetyl inh: modulators of PGC1a acetylation | inhibition, % at 15.6 µM | hit rate 0.17% among 350,000 | U2OS PGC1a acetylation, AlphaScreen anti-acetyl-lysine; with virally co-expressed GCN5 acetyltransferase;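 active means every replicate shows inhibition of at least 40%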;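 further: 0% = neutral control wells and 100% = positive control wells; some results beyond the cut were filed as inactive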
An asterisk follows results filed as active; · = not tested or not shown; & = joins results of further samples; [ ] = dose if it differs, or a comment.

item	structure	CASP6 VEID inh	LGR2 antag	PGC1a acetyl inh	FN deposition inh	EWS-Fli block	Cneo AK release	PAX8 reporter	miR-122 sensor
1	C=CC[C@H](CC(=O)N(CCO)Cc1ccccc1)C(=O)NC[C@@H](OC(=O)[C@@H](CC=C)Cc1ccc(F)cc1)c1ccccc1	-2	41	1	6	2	-7	44	-13
2	O=C(NCCCN1CCOCC1)c1cc(-c2ccc3c(c2)OCO3)nc2ccccc12	-1	10	14	7	-2	0	-12	0
3	CCCCNC(=O)COC(=O)c1cc(Br)ccc1Cl	-3	1	-1	3	-5	·	19	-3
4	C[C@@H]1CN([C@@H](C)CO)C(=O)c2cc(-c3ccccc3F)cnc2O[C@H]1CN(C)Cc1cccc(F)c1	3&0&-2	-12&-5	-6&-14&-11	-7	3&12&-3	0&-12&2	33&-17	0
5	CCOc1ccc(OCCC(=O)OCC(=O)Nc2ccc3c(c2)OCO3)cc1	0	-10	12	1	-19	·	-28	3
6	CN(C)C(=O)c1cc(-c2ccccc2)no1	1	-8	-18	·	-46	3	-85	-3
7	O=S(=O)(/N=C(/Nc1cccc2ccccc12)c1ccccc1)c1ccc(F)cc1	-2	7	-9	0	·	0	29	17
8	C[C@@H]1CN([C@H](C)CO)C(=O)c2cc(/C=C/c3ccccc3)cnc2O[C@H]1CN(C)Cc1cccc(C(=O)O)c1	2	14	-3	·	4	-2	-3	-4[16.7 µM]
9	C[C@H](NC(=O)c1ncn2c1C(=O)N[C@@H](C)C2)c1ccccc1	3	-14	·	10	-3	5	12	-2
10	C[C@@H]1CCCCO[C@H](CN(C)S(=O)(=O)c2ccc(Cl)cc2)[C@@H](C)CN([C@H](C)CO)C(=O)c2cc(NS(=O)(=O)c3ccc(Cl)cc3)ccc2O1	·	12	-33	4	0	-10	-20	-1[16.7 µM]
11	O=C(NCCCn1ccnc1)C(=O)NCC1OCCN1S(=O)(=O)c1ccc2c(c1)OCCO2 (stereo unspecified)	-48	21	6	0	-1	·	3	·
12	COC(=O)CCn1c(C)cc(C(=O)COc2ccccc2C(N)=O)c1C	-1	24	-29	-6	9	·	7	2
13	C[C@@H]1CCC(=O)N(CC[C@H](Sc2ccccc2)c2ccccc2)CC1	1	-18	-2	1	-2	-2	-10	1
14	CCC(=O)N1C[C@@H](C)[C@H](OC)CN(C)C(=O)c2ccc(NC(=O)c3ccc(F)cc3)cc2OC[C@@H]1C	2	-6	-1	-2	-4	-6	·	0[16.7 µM]
15	C[C@@H]1CCCCO[C@@H](CN(C)Cc2ccncc2)[C@H](C)CN([C@@H](C)CO)C(=O)c2cc(NS(C)(=O)=O)ccc2O1	·	6	-5	·	0	·	-2	5[16.7 µM]
16	CS(=O)(=O)N(CC(=O)NCc1ccc(Cl)cc1)C1CCCCC1	·	·	2	0	·	1	·	-2
17	O=C(c1ccco1)N1CCN(c2nc3ccsc3c(=O)s2)CC1	4	-20	6	3	-19	0	-65	-3
18	COc1cc(/C=C2\SC(N)=NC2=O)ccc1OCC(=O)Nc1ccccc1C	0	3	4	-1	21	-1	11	·
19	C[C@H](CO)N1C[C@H](C)[C@@H](CN(C)C(=O)CCCN(C)C)OCCCC[C@H](C)Oc2ccc(NC(=O)CCCN(C)C)cc2C1=O	1	-7	4	-21	-17	51	-17	-4[16.7 µM]
20	CN(C/C=C/C#CC(C)(C)C)Cc1cccc2ccccc12	2	4	9	·	-2	-4	-5	1

Full records, quoted from the list. Order of screens: CASP6 VEID inh | LGR2 antag | PGC1a acetyl inh | FN deposition inh | EWS-Fli block | Cneo AK release | PAX8 reporter | miR-122 sensor
C[C@H](CO)N1C[C@H](C)[C@@H](CN(C)C(=O)CCCN(C)C)OCCCC[C@H](C)Oc2ccc(NC(=O)CCCN(C)C)cc2C1=O is listed with 1 | -7 | 4 | -21 | -17 | 51 | -17 | -4[16.7 µM]
C=CC[C@H](CC(=O)N(CCO)Cc1ccccc1)C(=O)NC[C@@H](OC(=O)[C@@H](CC=C)Cc1ccc(F)cc1)c1ccccc1 is listed with -2 | 41 | 1 | 6 | 2 | -7 | 44 | -13
C[C@@H]1CN([C@@H](C)CO)C(=O)c2cc(-c3ccccc3F)cnc2O[C@H]1CN(C)Cc1cccc(F)c1 is listed with 3&0&-2 | -12&-5 | -6&-14&-11 | -7 | 3&12&-3 | 0&-12&2 | 33&-17 | 0
CCC(=O)N1C[C@@H](C)[C@H](OC)CN(C)C(=O)c2ccc(NC(=O)c3ccc(F)cc3)cc2OC[C@@H]1C is listed with 2 | -6 | -1 | -2 | -4 | -6 | · | 0[16.7 µM]
C[C@@H]1CCCCO[C@@H](CN(C)Cc2ccncc2)[C@H](C)CN([C@@H](C)CO)C(=O)c2cc(NS(C)(=O)=O)ccc2O1 is listed with · | 6 | -5 | · | 0 | · | -2 | 5[16.7 µM]

Remaining list, next part:
item	structure	CASP6 VEID inh	LGR2 antag	PGC1a acetyl inh	FN deposition inh	EWS-Fli block	Cneo AK release	PAX8 reporter	miR-122 sensor
21	CCOC(=O)c1cn2cccnc2n1	·	·	-7	2	·	0	-40	-8
22	C[C@@H]1CN([C@H](C)CO)C(=O)c2cc(/C=C/c3ccccc3)cnc2O[C@H]1CN(C)C(=O)c1cccc(F)c1	2	14	15	·	15	-9	25	6[16.7 µM]
23	COc1cccc(NC(=O)CN(C)C(C)C(=O)NC(C)c2ccc(Cl)cc2Cl)c1 (stereo unspecified)	-1	-20	7	-1	10	-3	·	-7
24	Cc1cc(C)n2nc(SC(C)C(=O)N(C)C3CCCCC3)nc2n1 (stereo unspecified)	-3	7	-5	-2	-6	-1	-19	-2
25	C=CCN1C(=NC(=O)CC)SC2CS(=O)(=O)CC21 (stereo unspecified)	-1	·	2	·	9	1	·	9
26	COC(=O)C[C@H]1CC[C@H]2[C@@H](COc3ccc(NC(=O)Nc4ccc(C#N)cc4)cc3C(=O)N2C)O1	4	0	7	2	3	·	·	·
27	C[C@@H]1CN([C@H](C)CO)C(=O)c2cc(NS(=O)(=O)c3ccccc3)ccc2O[C@@H](C)CCCCO[C@H]1CN(C)Cc1ccc2c(c1)OCO2	5	-1	4	-4	18	-4	-2	-6[16.7 µM]
28	Cc1ccc(NC(=O)Cn2c(C)csc2=O)cc1	3	-10	·	-1	-36	·	-58	·
29	CCC(=O)N[C@H]1CC[C@H](CC(=O)NCc2ccccc2F)O[C@H]1CO	3	4	-3	4	4	-9	-2	·
30	CCc1nc2ccc(C(=O)Nc3ccc(NC(C)=O)cc3)cn2c1N(C)C(=O)Cc1ccccc1	-7	-1	6	9	0	0	-15	-2
31	O=C(NCc1ccccn1)c1ccc(Cn2cc(C(F)(F)F)ccc2=O)cc1	4	-18	14	·	5	-6	8	0
32	CCCc1ccc(OCc2ccccc2)c2c(=O)cc(C(=O)OCC)oc12	-5	·	-7	-2	10	1	-6	-4
33	CN(C)NC(=O)c1cccc(Cl)c1	0	-6	0	4	-8	0	9	-10
34	Cc1noc(C)c1NC(=O)N(C)C[C@@H]1Oc2ccc(NS(=O)(=O)c3ccccc3)cc2C(=O)N([C@H](C)CO)C[C@@H]1C	0	-4	8	·	-1	7	-13	1[16.7 µM]
35	CCc1ccc(C(C)NC(=O)C2CCCO2)cc1 (stereo unspecified)	0	-7	-7	-2	-3	-1	3	-6
36	C[C@H]1CN([C@@H](C)CO)C(=O)c2cc(-c3ccccc3F)cnc2O[C@@H]1CN(C)Cc1cccc(F)c1	3	·	-7	·	-13	2	-15	-7[16.7 µM]
37	C[C@@H]1CN([C@@H](C)CO)C(=O)c2cc(NS(=O)(=O)c3ccccc3)ccc2O[C@@H]1CN(C)Cc1ccccc1	0	-8	-9	·	-8	61	16	21[16.7 µM]
38	CCOC(=O)c1cn(CC)c2ccc(S(=O)(=O)N3CC(C)CC(C)C3)cc2c1=O (stereo unspecified)	·	-1	0	7	·	0	·	2
39	O=C(COC(=O)c1cccnc1Cl)NC1CCCCCC1	-2	-11	4	-2	2	-1	-8	-1
40	CSc1ccccc1NC(=O)CN(C)CC(=O)Nc1ccc(S(=O)(=O)N2CCCC2)cc1	0	12	0	·	13	8	34	4

An excerpt from above in order of their number in PGC1a acetyl inh, lowest first.
cpd | Structure | PGC1a acetyl inh
24 | Cc1cc(C)n2nc(SC(C)C(=O)N(C)C3CCCCC3)nc2n1 (stereo unspecified) | -5
39 | O=C(COC(=O)c1cccnc1Cl)NC1CCCCCC1 | 4
26 | COC(=O)C[C@H]1CC[C@H]2[C@@H](COc3ccc(NC(=O)Nc4ccc(C#N)cc4)cc3C(=O)N2C)O1 | 7

(more compounds)
item	structure	CASP6 VEID inh	LGR2 antag	PGC1a acetyl inh	FN deposition inh	EWS-Fli block	Cneo AK release	PAX8 reporter	miR-122 sensor
41	COc1ccc(S(=O)(=O)Nc2ccc3c(c2)C(=O)N([C@H](C)CO)C[C@@H](C)[C@H](CN(C)S(=O)(=O)c2cccs2)O3)cc1	1	4	-11	-17	14	-7	·	-2[16.7 µM]
42	O=C(NNC(=O)c1ccc2ccccc2c1O)c1cccs1	8	-18	·	1	-2	-4	-16	-3
43	CC(C)C(=O)N1CCN(c2ccc([N+](=O)[O-])c(NC(C)c3ccccc3)c2)CC1 (stereo unspecified)	2	32	·	2	15	-2	15	-2
44	O=C(CCCc1nc(-c2ccc(Cl)cc2)no1)Nc1cccnc1	·	·	-1	-1	·	-2	9	-1
45	Cc1noc(C)c1S(=O)(=O)Nc1ccc2c(c1)C(=O)N([C@H](C)CO)C[C@H](C)[C@@H](CN(C)Cc1ccc3c(c1)OCO3)O2	-3	14	31	-1	-2	-5	·	-8[16.7 µM]
46	O=C(Nc1ccc(F)cc1Cl)C1=COCCO1	1	-5	·	·	-54	·	-93	·
47	COC(=O)c1ccccc1NC(=O)CSc1nncn1-c1cccnc1	-1	5	·	4	7	-1	12	·
48	CCCN(CC(=O)Nc1ccccc1C)C(=O)c1ccc(=O)n(Cc2ccccc2)n1	2	-21	3	0	4	-2	8	1
49	COc1cccc(C(CCc2cc(OC)c(OC)c(OC)c2)NC(C)=O)c1 (stereo unspecified)	-3	-6	-15	·	-11	-1	5	-5
50	Cc1noc(C)c1NC(=O)N[C@H]1CC[C@H](CCNC(=O)C2CCC2)O[C@@H]1CO	-1	9	10	·	10	56	0	·
51	CC1(C(=O)Nc2cnc3ccccc3c2)CCN1CCc1ccccc1 (stereo unspecified)	2	-2	-23	10	13	7	23	2
52	CCCCOc1ccc(C(=O)NN2CCN(C)CC2)cc1	·	3	3	1	·	0	-8	-5
53	Oc1ccc(C2=NNC(=NCc3ccc4c(c3)OCO4)SC2)c(O)c1	·	-8	8	-3	·	1	-15	-3
54	COc1ccc2c3c([nH]c2c1)[C@H](CO)N(Cc1ccccn1)CC31CN(C(=O)CC2CC2)C1	·	5	-8	-4	1	·	-4	·
55	COCCN1C(=O)COc2ccccc2C1C(=O)NC1CCCCC1 (stereo unspecified)	0	1	·	-3	6	·	-11	·
56	COc1cc2c(cc1OC)C(c1ccc(SC)cc1)CC(=O)N2 (stereo unspecified)	2	-6	·	2	19	-1	2	·
57	Cc1ccc(CNc2ccc(N3CCN(C)CC3=O)cc2)cc1	-2	-7	-19	-4	-4	1	-9	-3

Another view of two compounds above:
Sequence of screens: CASP6 VEID inh | LGR2 antag | PGC1a acetyl inh | FN deposition inh | EWS-Fli block | Cneo AK release | PAX8 reporter | miR-122 sensor
[2] O=C(NCCCN1CCOCC1)c1cc(-c2ccc3c(c2)OCO3)nc2ccccc12
 : -1 | 10 | 14 | 7 | -2 | 0 | -12 | 0
[3] CCCCNC(=O)COC(=O)c1cc(Br)ccc1Cl
 : -3 | 1 | -1 | 3 | -5 | · | 19 | -3
